Screening data (PubChem)
BAP1 inh – blocks human BAP1 ubiquitin-AMC hydrolysis. recombinant BAP1, Ub-AMC hydrolysis fluorescence kinetic; hits give low values. actives 0.48% (n = 72,000). Q92560. activity remaining (% of control), % at 20 µM;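 active = activity remaining at or below 50% of control, provided the compound also passes the data quality filters; inactive = the rest, including low values that fail the filters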;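 also: 100% = DMSO wells rate and 0% = substrate alone blank rate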
Target sequence (Q92560 whole entry, looked up): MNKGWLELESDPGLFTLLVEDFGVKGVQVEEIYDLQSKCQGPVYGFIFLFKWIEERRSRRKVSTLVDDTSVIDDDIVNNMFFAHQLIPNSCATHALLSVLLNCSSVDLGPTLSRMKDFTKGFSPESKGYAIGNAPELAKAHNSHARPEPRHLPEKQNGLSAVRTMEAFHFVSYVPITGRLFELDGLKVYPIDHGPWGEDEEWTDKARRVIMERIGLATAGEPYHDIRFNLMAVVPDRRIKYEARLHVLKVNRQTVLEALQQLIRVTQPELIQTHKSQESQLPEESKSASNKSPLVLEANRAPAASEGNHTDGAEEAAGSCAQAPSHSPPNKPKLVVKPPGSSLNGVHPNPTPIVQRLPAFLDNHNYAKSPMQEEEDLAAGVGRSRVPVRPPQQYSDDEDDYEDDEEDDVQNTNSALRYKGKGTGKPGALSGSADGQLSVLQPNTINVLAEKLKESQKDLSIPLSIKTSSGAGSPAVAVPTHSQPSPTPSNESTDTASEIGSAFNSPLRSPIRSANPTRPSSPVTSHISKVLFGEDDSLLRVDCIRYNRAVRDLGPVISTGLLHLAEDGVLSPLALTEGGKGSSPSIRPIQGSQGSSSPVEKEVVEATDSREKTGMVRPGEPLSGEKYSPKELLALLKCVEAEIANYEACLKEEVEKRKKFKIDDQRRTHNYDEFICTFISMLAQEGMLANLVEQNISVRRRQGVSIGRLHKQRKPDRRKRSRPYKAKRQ
HePTP inh – human HePTP phosphatase inhibition; P35236; recombinant HePTP phosphatase activity, OD absorbance; inhibition, % at 20 µM; actives 0.64% (n = 110,000); in the data active = inhibition above about 50%;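 also: plate controls were vehicle for no effect and reference inhibitor for full effect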
Target sequence (P35236 whole entry, looked up): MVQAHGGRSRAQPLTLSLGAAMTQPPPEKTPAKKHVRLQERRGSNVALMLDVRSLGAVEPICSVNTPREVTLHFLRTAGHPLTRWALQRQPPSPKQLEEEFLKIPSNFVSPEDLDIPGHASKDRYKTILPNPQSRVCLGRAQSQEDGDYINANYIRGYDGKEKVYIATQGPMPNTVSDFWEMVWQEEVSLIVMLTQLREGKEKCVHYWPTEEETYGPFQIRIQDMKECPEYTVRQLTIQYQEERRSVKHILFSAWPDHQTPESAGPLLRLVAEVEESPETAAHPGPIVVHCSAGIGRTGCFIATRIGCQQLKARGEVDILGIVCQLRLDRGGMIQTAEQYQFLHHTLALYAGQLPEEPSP
The depositor's hits bear a star; / = not tested or not shown; & = joins results of further samples.

| canonical_smiles | BAP1 inh | HePTP inh |
| --- | --- | --- |
| Cc1nn(C(=O)c2nn(C)cc2[N+](=O)[O-])c(C)c1Br | / | -10 |
| O=C(O)c1cccc(S(=O)(=O)N2CCCCCC2)c1 | / | 12 |
| COc1ccc(CCNC(=O)c2cc(-c3ccccc3O)n[nH]2)cc1OC | 100 | 2 |
| CCOC(=O)Cc1[nH]nc2c1C(c1cccc(OC)c1OC)C(C#N)=C(N)O2 (configuration not stated) | 98 | 8 |
| COc1ccc(OC)c(NC2c3ccccc3C(=O)N2c2cccnc2)c1 (configuration not stated) | 97 | 5 |
| COc1cc(CN2CCC(C(=O)NC3CCCC3)CC2)ccc1O | 59 | 8 |
| COc1ccccc1CNC(=O)C1CCN(S(=O)(=O)N2CC(C)CC(C)C2)CC1 (configuration not stated) | 102 | 7 |
| CCc1ccccc1NC(=O)c1c(NC(=O)c2ccccc2Br)sc2c1CCC2 | / | -7 |
| O=C(NCC1CCCO1)C(C(=O)c1ccccc1)n1ccccc1=O (configuration not stated) | 96 | -5 |
| COc1ccc(OC)c(C(c2nnnn2CCc2ccccc2)N2CCC(C(N)=O)CC2)c1 (configuration not stated) | 80 | 4 |
| Cc1ccc(Cl)cc1NC(=O)/C(C#N)=C\c1ccc(I)o1 | / | -8 |
| CCS(=O)(=O)N1CCCC(C(=O)NC2CCCCC2C)C1 (configuration not stated) | 100 | 0 |
| O=C(/C=C/c1ccccc1)N1CCN(Cc2ccc3c(c2)OCO3)CC1 | / | 4 |
| CC1CC(Nc2ccccc2)c2ccccc2N1C(=O)c1ccc(Cl)c(Cl)c1 (configuration not stated) | / | 10 |
| CCC(C)NC(=O)CS(=O)Cc1nc(-c2cccc(OC)c2)oc1C (configuration not stated) | 98 | 2 |
| CC(=O)c1c(C)[nH]c(C(=O)NCc2ccccc2Cl)c1C | 91 | 10 |
| Cc1cc(C(=O)N2CCN(C(c3ccccc3)c3ccccc3)CC2)no1 | 106 | 8 |
| CC(=O)N(Cc1cc(=O)[nH]c2ccccc12)c1cccc(C)c1 | 87 | 3 |
| CCN(C(C)=O)c1nnc(CSc2nc3ccccc3s2)s1 | / | 3 |
| COCCOC(=O)C1=C(C)NC2=C(C(=O)CC(C)(C)C2)C1c1cccc(OCc2ccccc2)c1 (configuration not stated) | / | -13 |
| COC(=O)c1cc(NC(=O)c2ccccc2Br)cc(C(=O)OC)c1 | / | 5 |
| CCOc1cc(C(=O)Nc2ccc(F)cc2)cc(OCC)c1OCC | / | -5 |
| O=C(O)c1cc(-c2ccccc2)nc2ccccc12 | 110&164 | 10 |
| COc1ccc(C(=O)Nc2ccc(Br)cc2F)c(OC)c1 | / | -6 |
| Fc1ccc(C(c2nnnn2Cc2cccs2)N2CCN(C3CCCC3)CC2)cc1 (configuration not stated) | 97 | 12 |

Shown with values under each structure: part of the list above.
Value order – BAP1 inh | HePTP inh
O=C(/C=C/c1ccccc1)N1CCN(Cc2ccc3c(c2)OCO3)CC1
    / | 4
CC1CC(Nc2ccccc2)c2ccccc2N1C(=O)c1ccc(Cl)c(Cl)c1 (configuration not stated)
    / | 10
CCC(C)NC(=O)CS(=O)Cc1nc(-c2cccc(OC)c2)oc1C (configuration not stated)
    98 | 2
CC(=O)c1c(C)[nH]c(C(=O)NCc2ccccc2Cl)c1C
    91 | 10
Cc1cc(C(=O)N2CCN(C(c3ccccc3)c3ccccc3)CC2)no1
    106 | 8
CC(=O)N(Cc1cc(=O)[nH]c2ccccc12)c1cccc(C)c1
    87 | 3

Other results follow:
| canonical_smiles | BAP1 inh | HePTP inh |
| --- | --- | --- |
| Cc1ccc(Cc2ccc(C(=O)Nc3ccc([N+](=O)[O-])cc3)o2)cc1 | / | -11 |
| CN1CCN(C(=O)c2cc3sccc3n2CC(=O)c2ccccc2)CC1 | 93 | 4 |
| CN(C(=O)C1CCN(S(=O)(=O)c2cccs2)CC1)C1CCCCC1 | 110 | 9 |
| CC(C(=O)O)n1nc2ccccc2n1 (configuration not stated) | 85 | 2 |
| CC(C)Cc1[nH]c(=O)c(C#N)c2c1COC(C)(C)C2 | / | 7 |
| O=c1cc(O)n(-c2ccccc2F)c(=S)[nH]1 | 62 | -4 |
| O=C1c2ccccc2C(=O)N1CC(O)Cn1nnc2ccccc21 (configuration not stated) | 105 | -6 |
| CC(=O)N(c1ccc(Br)cc1)C1C=CS(=O)(=O)C1 (configuration not stated) | 99 | 10 |
| Cc1cccc(N2CCC(N=CN3CCCCC3)=N2)c1 | / | 2 |
| O=[N+]([O-])c1cccc(/C=N/Nc2ccc3nnnn3n2)c1 | / | -3 |
| O=S(=O)(NCc1ccccn1)c1ccc(Br)s1 | 100 | 4 |
| Cc1ccnc(NS(=O)(=O)c2ccc(NC(=O)c3cc(-c4ccccc4)nc4ccccc34)cc2)n1 | / | -5 |
| O=[N+]([O-])c1cccc(CN2CCN(Cc3cc(Br)ccc3O)CC2)c1 | / | 8 |
| O=C(NCc1ccc(N2CCCC2=O)cc1)c1cn(Cc2ccccc2)nn1 | 94 | -7 |
| Nn1c(SCC(=O)Nc2cccc(F)c2)nnc1C1CCCCC1 | 89 | 4 |
| CC(C)OC(=O)C(C)Nc1n[nH]c(=S)[nH]c1=O (configuration not stated) | / | 5 |
| COc1c(Cl)cc(C(=O)Nc2ccc(-c3nc4ccccc4o3)c(O)c2)cc1Cl | / | -8 |
| COc1ccc(C(CC(=O)O)NC(=O)COc2ccccc2)cc1 (configuration not stated) | 87 | 8 |
| CCCN(CCC)c1ccc(/C=N/NC(=O)c2cccc([N+](=O)[O-])c2)cc1 | / | 8 |
| CCOc1ccc(NC(=O)CN(c2cc(C)cc(C)c2)S(=O)(=O)c2c(C)noc2C)cc1 | 62 | 5 |
| COC(=O)c1cc(C(=O)N2CCN(Cc3ccccc3)CC2)cc([N+](=O)[O-])c1 | / | 8 |
| CC12CN3CC(C)(CN(C1)C3c1ccc(Cl)cc1Cl)C2O (configuration not stated) | 98 | -5 |
| O=C1CC(Nc2ccc(F)cc2)C(=O)N1c1ccccc1Cl (configuration not stated) | / | 5 |
| O=[N+]([O-])c1ccc(N2CCCCC2)cc1NCCCO | / | -2 |
| COC(=O)c1ccccc1NC(=O)CSc1ccccc1 | 94 | 3 |

The last four records of the part above come first, to join the parts.
| canonical_smiles | BAP1 inh | HePTP inh |
| --- | --- | --- |
| CC12CN3CC(C)(CN(C1)C3c1ccc(Cl)cc1Cl)C2O (configuration not stated) | 98 | -5 |
| O=C1CC(Nc2ccc(F)cc2)C(=O)N1c1ccccc1Cl (configuration not stated) | / | 5 |
| O=[N+]([O-])c1ccc(N2CCCCC2)cc1NCCCO | / | -2 |
| COC(=O)c1ccccc1NC(=O)CSc1ccccc1 | 94 | 3 |
| CCOC(=O)c1ccc(NC(=O)c2ccccc2Cl)cc1 | / | 10 |
| N#Cc1cc(-c2ccccc2C(F)(F)F)no1 | 117 | / |
| O=[N+]([O-])c1ccc(-n2nc(-c3ccco3)cc2-c2ccccc2)cc1 | 103 | / |
| COc1ccc2oc(=O)c(C(=O)NC3CCCCC3)cc2c1 | / | -4 |
| COc1nnc(-c2ccc(C)c(S(=O)(=O)NCCO)c2)c2ccccc12 | 102 | 6 |
| COc1cc(C=O)cc(Br)c1OCc1c(C)no[n+]1[O-] | / | 2 |
| COc1ccc(Br)cc1/C=C/C(=O)Nc1ccc2ccccc2c1 | / | 3 |
| CC(C)(C)NS(=O)(=O)c1ccc(NS(=O)(=O)c2ccc(F)cc2)cc1 | 93 | 4 |
| COc1cccc(CN2C(=O)CCC2(C)C(=O)NC2CCCCCC2)c1 (configuration not stated) | 87 | 5 |
| COc1ccc(CCNC(=O)C2CCN(S(=O)(=O)N3CCOCC3)CC2)cc1OC | 109 | 2 |
| Cc1cccn2c(=O)c3cc(C#N)c(=O)n(Cc4cccnc4)c3nc12 | / | -1 |
| CCCCC(C(=O)O)C(C)CC(=O)Nc1cccc(C(=O)O)c1 (configuration not stated) | 107 | 3 |
| O=C(Nc1ccccc1N1CCOCC1)c1ccc(Br)o1 | 51 | 8 |
| O=C(CSc1nnc(CNc2ccc(Cl)cc2)o1)Nc1nc2ccccc2s1 | 86 | 5 |
| COc1ccc(C(=O)c2cnc[nH]2)cc1 | / | -5 |
| C/C(=N/NC(=O)c1ccc(CO)nc1)c1ccc(Br)cc1 | / | -9 |
| CCOc1ccc2c(c1)nc1n2C(=O)CC(c2ccccc2)S1 (configuration not stated) | 88 | / |
| Cc1ccc(-c2nc3cc(Cl)ccc3o2)cc1NC(=O)c1ccc2c(c1)OCCO2 | / | -11 |
| Cc1ccc(S(=O)(=O)CC(=O)N2CCCC2)cc1 | 83 | 2 |
| CCN(CC)S(=O)(=O)c1cccc(-c2nnc(SCC(N)=O)n2CCc2ccccc2)c1 | 92 | 9 |
| O=C(Nc1ccc(O)cc1)c1ccc(C(=O)c2ccccc2)o1 | 130 | 3 |
| CC1=C(C(=O)Nc2ccc(Br)cc2)C(c2ccccc2)NC(=O)N1C (configuration not stated) | / | 2 |
| CC1(C)Cc2c(sc3c2c(=N)n(Cc2ccco2)c(=O)n3Cc2ccc(Cl)cc2)CO1 | / | 14 |
| COc1ccc2[nH]c(O)c(NC(C)=O)c2c1 | 102 | 1 |
| CCn1cc(Br)c(C(=O)Nc2cccc(Cl)c2)n1 | / | -12 |
| CCC1(CC)C(=O)NC(=O)NC1=NCCc1ccc(O)cc1 | 86 | -2 |
| COCCOC(=O)c1c(C)oc2ccc(NS(=O)(=O)c3ccc(C(=O)O)cc3)cc12 | 108 | / |
| CCOC(=O)N1CCN(C(=O)Cn2c(=O)sc3ccccc32)CC1 | / | 9 |
| COc1cc(NC(=O)C2CCCCN2)ccc1OCC(C)C (configuration not stated) | 105 | 7 |
| CCOC(=O)/C(C#N)=C1/SC(CCO)C(=O)N1c1ccccc1 (configuration not stated) | 99 | 6 |
| CC(=O)NN1C(=O)/C(=C\c2ccc(C)cc2)SC1=S | / | -4 |
| FC(F)(F)c1cc(C=Cc2ccccc2)no1 | 122 | / |
| O=C(CSc1nnnn1-c1ccccc1)NC(=O)Nc1ccc2c(c1)OCCO2 | / | 10 |
| Cc1ccc(-c2nnn(CC(=O)N3CCN(c4ccccc4)CC3)n2)o1 | 97 | -7 |
| COC(=O)c1c(-c2ccc(Cl)cc2)csc1NC(=O)C1CCCCC1C(=O)O (configuration not stated) | / | 5 |
| Cc1ccc(C(=O)Nc2ccccc2C(=O)Nc2nc3ccccc3n2C)cc1 | / | 7 |
| COc1ccc(NS(=O)(=O)c2cc(OC)ccc2NC(=O)c2cc(C)oc2C)cc1 | / | 5 |
| Cc1cc(NC(=O)CCC(=O)N(CCC(C)C)C(C(=O)NC2CCCC2)c2cccnc2)no1 (configuration not stated) | 101 | -7 |
| COc1cc2c(cc1OC)C(C(=O)NCCN1CCOCC1)C1c3ccccc3CCN1C2=O (configuration not stated) | 124 | 11 |
| Cc1ccc(N2C(=O)c3ccccc3C2=O)cc1I | 91 | / |
| O=C(N/N=C/c1cc(Br)cc(Br)c1O)C(Oc1ccccc1)Oc1ccccc1 | / | 1 |
| CC(=O)N1CCc2cc(S(=O)(=O)NC3CCCc4ccccc43)ccc21 (configuration not stated) | 99 | 7 |
| CCOC(=O)Cc1nn(CC)c(=O)c2ccccc12 | / | -2 |
| O=C(Nc1ccc(CN2CCOCC2)cc1)c1cccc(F)c1 | 75 | -1 |
| CC1CN(C(=O)CSc2nnc(-c3ccncc3)n2-c2ccccc2)CC(C)O1 (configuration not stated) | 80 | 13 |
| CC(=O)Nc1c(C(=O)N2CCN(c3ncccn3)CC2)cnn1-c1ccccc1Cl | / | 12 |
| CCN1CCC2(CC1)CC1CC3C=CC1(CN2C(C)=O)O3 (configuration not stated) | 60 | -6 |
| CCCc1cc(NCCN2CCOCC2)n2c(nc3ccccc32)c1C#N | / | -4 |
| COc1ccc(C(=O)N2CCN(Cc3cccc(OC)c3OC)CC2)cc1 | / | -2 |
| O=C(c1ccccc1)N1CCN(C(=O)c2ccccc2Br)CC1 | 92 | -3 |

(continued)
| canonical_smiles | BAP1 inh | HePTP inh |
| --- | --- | --- |
| O=C1c2ccccc2C(=O)c2c(O)c(Oc3ccccc3)cc(O)c21 | / | 0 |
| CC1=C(C(=O)OCC2CCCO2)C(c2cccc(Cl)c2)C2=C(CC(C)(C)CC2=O)N1 (configuration not stated) | 193 | / |
| COc1c(OC(C)=O)ccc(/C=N/NC(=O)COc2ccc(Cl)cc2Br)c1[N+](=O)[O-] | / | -14 |
| C=CCn1c(SCC(=O)Nc2sccc2C(N)=O)nc2sc(C)c(C)c2c1=O | 100 | 4 |
| CCCOC(=O)C1=C(C)N(CC)C(=O)NC1c1ccccc1[N+](=O)[O-] (configuration not stated) | / | 10 |
| Cc1ccc(-c2[nH]n3c(=O)c(Cl)c(C)nc3c2C)cc1 | / | 9 |
| CC(C)c1ccc(OC(=O)NCCO)cc1 | 100 | 6 |
| CN(CC(=O)N1CCN(C2CCCCC2)CC1)S(=O)(=O)c1cccc2nsnc12 | 83 | 6 |
| NC1=NC(=O)/C(=C/c2ccccc2[N+](=O)[O-])S1 | / | -10 |
| Cn1nc(-c2ccc(N3CCOCC3)c(NC(=O)COc3ccccc3)c2)c2ccccc2c1=O | 60 | -6 |
| Cc1cccc(NC(=O)c2sc3nc(-c4ccccc4)cn3c2C)n1 | 209 | / |
| COCCN1C(=O)C(=O)/C(=C(/O)c2ccccc2)C1c1cccc([N+](=O)[O-])c1 (configuration not stated) | / | 3 |
| O=CNC1CCCc2c1[nH]c1ccc(Cl)cc21 (configuration not stated) | 110 | 6 |
| CCN1CCN(C(c2cccs2)C(C)NS(=O)(=O)c2ccc(Br)cc2)CC1 (configuration not stated) | 131 | 6 |
| O=C(Nc1ccccc1F)c1ccccc1C(F)(F)F | / | -6 |
| COCCOC(=O)C1=C(C)NC2=C(C(=O)CCC2)C1c1ccc2c(c1)OCO2 (configuration not stated) | 88 | -4 |
| CCOc1cccc(C(=O)Nc2cccnc2)c1 | 96 | -4&-4 |
| COc1ccc(/C=N/n2cnnc2SCc2ccc(OC)cc2)cc1 | 102 | 11 |
| CC1=C(C)SC(=C(C#N)c2nnc(N3CCOCC3)n2-c2ccccc2)S1 | 97 | 6 |
| O=C(c1ccco1)N1CCN(C(=O)c2oc(=O)c3ccccc3c2-c2ccccc2)CC1 | 86 | 3 |
